# mIAP block = mouse IAP inhibition; purified mouse IAP, CDP-Star luminescence, 30 min; inhibition, % at 10 µM; 330,000 compounds, 0.2% hits; AID 2806;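 active means inhibition of at least 40% at 10 µM in the primary screen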;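 further: plate controls were DMSO with enzyme for no effect and no enzyme wells for full effect; values of inactives mirror those of a sister screen read the other way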
# hIAP activ = increases human intestinal alkaline phosphatase activity; P09923; purified human IAP, CDP-Star luminescence, 30 min; stronger effect = higher value; 1 = vehicle-only enzyme, 0 = enzyme-free background; activation factor at 10 µM; 330,000 compounds, 0.16% hits;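 active means activation factor of the enzyme at least 2-fold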; further: the source names both 10 and 20 µM as test concentration; values of inactives mirror those of a sister screen read the other way
# A3A deaminase = inhibitors of human APOBEC3A DNA deaminase; P31941; recombinant A3A, FAM/TAMRA ssDNA deamination fluorescence; inhibition, % at 20 µM; 330,000 compounds, 0.41% hits;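 active means at least 40% inhibition at 20 µM here, with at most 30% in a related deaminase screen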;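 further: plate controls were A3A with DMSO for no effect and wells lacking A3A enzyme for full effect; some results filed as inactive read as strong as hits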
# Target sequence (P31941 whole entry, looked up): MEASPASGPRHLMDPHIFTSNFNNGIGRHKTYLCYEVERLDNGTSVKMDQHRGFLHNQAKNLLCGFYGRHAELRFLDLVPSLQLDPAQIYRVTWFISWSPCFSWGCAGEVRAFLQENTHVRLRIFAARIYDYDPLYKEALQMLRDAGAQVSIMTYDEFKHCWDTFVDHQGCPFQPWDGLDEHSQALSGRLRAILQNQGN
# PfGluPho inh = PfG6PD (Plasmodium falciparum) enzyme inhibition. inhibition, % at 20 µM. 350,000 compounds, 0.78% hits. PfGluPho enzyme, NADPH resazurin-diaphorase fluorescence;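 active means inhibition reaching at least a set limit at 20 µM in the primary screen, cut at about 59% in these data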;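 further: 0% = DMSO wells with substrate and 100% = DMSO wells lacking glucose-6-phosphate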
# hIAP block = blocks human intestinal alkaline phosphatase. P09923. purified IAP, CDP-Star luminescence, 30 min. inhibition, % at 10 µM. 330,000 compounds, 0.12% hits;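 active means inhibition reaching a set limit with compound at 10 µM in the primary screen, cut at about 35% in these data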;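 further: plate controls were DMSO wells with enzyme for no effect and no-enzyme buffer wells for full effect; values of inactives mirror those of a sister screen read the other way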
# HKDC1 inhibitor = HKDC1 (human) hexokinase inhibition; recombinant HKDC1, G6PDH/diaphorase resazurin coupled fluorescence; Q2TB90; inhibition, % at 20 µM; 340,000 compounds, 0.16% hits;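 active means inhibition above about 35% when tested at 20 µM, limit read from the data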;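 further: plate controls were DMSO wells with enzyme for no effect and DMSO wells lacking enzyme for full effect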
#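 Incubation: 90 min at room temperature in dark / Material: recombinant HKDC1 (HK5) hexokinase enzyme, produced in-house / Quantity: enzyme 5 µg/mL final / Compound: one dose of 20 µM, 1% DMSO / Reagent: glucose and ATP substrates / Buffer or medium: Tris pH 8.0 buffer with MgCl2, Tween-20, BSA, BME / Technique: resorufin fluorescence at 613 nm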
# mIAP act = increases mouse intestinal alkaline phosphatase activity. muIAP, CDP-Star luminescence, 30 min; stronger effect = higher value; 1 = vehicle-only enzyme signal, 0 = enzyme-free wells. activation factor at 10 µM. 330,000 compounds, 0.24% hits. AID 2805;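 active means activation factor of at least 2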; further: the source names both 10 and 20 µM as test concentration; values of inactives mirror those of a sister screen read the other way
#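 System: Mouse IAP enzyme | Also added: CDP-Star substrate | Dosing: Compounds dispensed in DMSO | Schedule: 30 min enzyme-substrate-compound incubation at room temperature | Technique: Chemiluminescence readout | Control set: DMSO-only wells and no-enzyme negative control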
# ATG4B inhibitor = inhibitors of human ATG4B cysteine protease; inhibition, % at 8.33 µM; AID 504462; ATG4B cleavage of LC3-PLA2, NBD-HPC fluorescence, 1 h; Q9Y4P1; 340,000 compounds, 0.51% hits; in the data active means inhibition above about 40%
# Target sequence (Q9Y4P1 whole entry, looked up): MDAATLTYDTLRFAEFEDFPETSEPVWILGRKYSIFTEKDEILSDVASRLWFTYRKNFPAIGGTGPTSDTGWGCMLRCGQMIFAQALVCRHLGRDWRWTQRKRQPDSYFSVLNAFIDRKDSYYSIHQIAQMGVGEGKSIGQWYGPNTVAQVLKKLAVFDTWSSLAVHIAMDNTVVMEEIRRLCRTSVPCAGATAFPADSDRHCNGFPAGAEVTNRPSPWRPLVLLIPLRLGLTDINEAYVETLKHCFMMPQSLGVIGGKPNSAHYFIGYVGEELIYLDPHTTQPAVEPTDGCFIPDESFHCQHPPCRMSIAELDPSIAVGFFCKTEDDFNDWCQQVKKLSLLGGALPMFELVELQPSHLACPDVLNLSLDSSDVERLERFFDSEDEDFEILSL
# * marks the source's active call; other numbers are inactive results; x = no result given; & = joins results of further samples. Compounds were not picked by outcome; overall some 2.4% were active at least once.
mIAP block,hIAP activ,A3A deaminase,PfGluPho inh,hIAP block,HKDC1 inhibitor,mIAP act,ATG4B inhibitor,smiles
6.6,1.04,-6.3,18.1,-4.4,5.4,0.934,0.1,Cc1ccc2c(C)c(C(=O)N3CCN(Cc4ccc5c(c4)OCO5)CC3)oc2c1C
-2.1,1.18,-1.4,-46.9,-17.8,-1.8,1.02,11.2,COc1cc(NS(=O)(=O)c2ccc(NS(=O)(=O)c3ccc(NC(C)=O)cc3)cc2)nc(OC)n1
-4.5,1.06,3.7,29.4,-5.6,2.4,1.04,7.9,Cc1ccc(NC(C#N)c2ccccc2OCc2ccccc2)cc1 (stereo not given)
11.4,0.823,-0.6,19.8,17.7,2.2,0.886,-6.7,CCCCC(=O)Nc1nc(C)c(-c2csc(Nc3ccccc3OC)n2)s1
9.1,1.19,15.8,16.2,-19.3,11.9,0.909,-8.5,CCOc1ccc2nc(NC(=O)C34CC5CC(CC(NC(C)=O)(C5)C3)C4)sc2c1
3.7,0.967,-0.8,-5.9,3.3,-4.9,0.963,1.7,CC(O)Cc1cn([C@@H](CCCCNC(=O)OC(C)(C)C)C(=O)N2CCN(C(=O)OC(C)(C)C)CC2)nn1 (stereo not given in full)
5.2,1.15,10.2,75.8*,-14.5,11.4,0.948,15.6,CCn1c(SCC(=O)Nc2ccc3c(c2)c2ccccc2n3CC)nnc1-c1ccco1
3.9,0.926,-0.6,11.7,7.4,3.2,0.961,-0.3,O=C(Nc1ccc(S(=O)(=O)Nc2ccccc2)cc1)C1CC1
5.3,0.714,1.0,10.4,28.6,-7.2,0.947,3.6,CCOC(=O)C1CCCN(CC(=O)NC2CC2)C1 (stereo not given)
12.5,1.05,0.5,-10.7,-5.0,-21.9,0.875,1.4,O=C(N/N=C/c1cc(Cl)ccc1O)c1ccccc1Br
-0.4,1,0.3,-1.9,-0.3,7.2,1,-1.4,O=C(Nc1ccccc1)N1CCCC1
2.3,1.28,-9.1,42.4,-28.2,-11.4,0.977,3.1,Cc1cc(C)c(S(=O)(=O)c2c(C)cccc2C)c(Cl)n1
-2.3,0.895,-0.3,-5.2,10.5,-12.3,1.02,-9.9,COc1ccc(CCNC(=O)COc2ccc(S(=O)(=O)N3CCOCC3)cc2)cc1OC
7.6,1.22,-4.0,11.7,-22.3,-15.3,0.924,-18.2,NC(=O)SCC(=O)Nc1ccc(Cl)cc1
9.4,0.882,-2.5,13.3,11.8,8.3,0.906,-1.3,COc1ccc(C(=O)/C=C/c2ccc(OC)c(O)c2)c(F)c1
-9.6,0.955,1.2,-11.8,4.5,2.3,1.1,0.9,COc1ccc(-c2csc(NC(=O)COc3ccc(N(C)S(=O)(=O)c4ccc(C)cc4)cc3)n2)cc1
-1.7,1.06,-1.8,14.4,-6.0,-0.6,1.02,-2.1,Nc1nc(SCc2ccc(Cl)cc2Cl)ns1
-0.3,1.05,6.4,-3.4,-5.4,-6.7,1,-6.6,O=C(NCCC(=O)N1CCN(c2ccccn2)CC1)c1ccc(Br)cc1
2.9,0.818,0.1,-11.6,18.2,-5.0,0.971,7.2,COc1ccc(CNC(=O)Cn2nc(C)n3cccc3c2=O)cc1
-25.9,1.02,4.4,5.3,-2.3,-0.3,1.26,5.9,Cc1ccc(S(=O)(=O)N(C)C)cc1NC(=O)COc1ccccc1C(=O)Nc1ccccc1

# Random excerpt: 5 compounds from above, in no set order.
mIAP block,hIAP activ,A3A deaminase,PfGluPho inh,hIAP block,HKDC1 inhibitor,mIAP act,ATG4B inhibitor,smiles
3.9,0.926,-0.6,11.7,7.4,3.2,0.961,-0.3,O=C(Nc1ccc(S(=O)(=O)Nc2ccccc2)cc1)C1CC1
6.6,1.04,-6.3,18.1,-4.4,5.4,0.934,0.1,Cc1ccc2c(C)c(C(=O)N3CCN(Cc4ccc5c(c4)OCO5)CC3)oc2c1C
11.4,0.823,-0.6,19.8,17.7,2.2,0.886,-6.7,CCCCC(=O)Nc1nc(C)c(-c2csc(Nc3ccccc3OC)n2)s1
-0.3,1.05,6.4,-3.4,-5.4,-6.7,1,-6.6,O=C(NCCC(=O)N1CCN(c2ccccn2)CC1)c1ccc(Br)cc1
5.3,0.714,1.0,10.4,28.6,-7.2,0.947,3.6,CCOC(=O)C1CCCN(CC(=O)NC2CC2)C1 (stereo not given)

# (continued)
mIAP block,hIAP activ,A3A deaminase,PfGluPho inh,hIAP block,HKDC1 inhibitor,mIAP act,ATG4B inhibitor,smiles
11.0,0.959,-3.9,-7.7,4.1,-6.6,0.89,-2.7,CCO/N=C1\C(=O)N(c2ccccc2)c2ccccc21
7.0,1.17,1.0,-10.3,-16.7,-7.6,0.93,-6.1,CCCC(C)NC(=O)c1cc(Cl)ccc1OC (stereo not given)
-8.7,1.06,-6.0,-2.9,-5.8,-0.1,1.09,-6.7,COc1ccc(Cc2nnc(SCC(=O)c3c(N)n(C4CC4)c(=O)[nH]c3=O)o2)cc1
5.9,1.04,-4.3,5.1,-4.4,-6.5,0.941,0.3,Cc1ccc(C(=O)N2CCCC(Nc3cccc(F)c3)C2)cc1N1CCNC1=O (stereo not given)
1.9,1.07,-0.8,7.9,-7.4,-6.8,0.981,4.5,CC(C)=CC(=O)Nc1c(C)cc(C)cc1Cl
0.9,0.981,-0.1,-2.2,1.9,-2.2,0.991,-0.5,Cc1cc(C)c(S(=O)(=O)c2ccccc2)c(=O)[nH]1
-4.9,0.802,7.3,5.3,19.8,1.5,1.05,-11.9,CCOC(=O)C1CCN(CC(=O)Nc2c(C(=O)OC)[nH]c3cccc(Cl)c23)CC1
0.8,0.948,-1.7,-25.9,5.2,-1.0,0.992,-3.7,Cc1ccc(S(=O)(=O)NNC(=O)c2cnn(-c3ccc(Cl)cc3)c2C(F)(F)F)cc1
9.4,0.854,1.1,-0.9,14.6,-3.1,0.906,-2.9,COc1ccccc1CNC(=O)COC(=O)c1ccc(C)c(S(=O)(=O)N2CCCCC2)c1
2.0,1.05,-0.7,13.6,-5.0,19.6,0.98,-32.9,O=C(OCCNc1ncc(C(F)(F)F)cc1Cl)c1ccc(S(=O)(=O)N2CCOCC2)cc1
7.2,1.01,-1.8,14.9,-1.2,0.9,0.928,-9.0,O=C(CC1Sc2ccccc2NC1=O)Nc1cccnc1 (stereo not given)
-12.1,0.978,-0.7,-9.0,2.2,-4.6,1.12,8.8,COCCN(C(=O)c1ccccc1Oc1ccccc1)c1c(N)n(CC(C)C)c(=O)[nH]c1=O
-5.0,1.11,-3.9,-6.2,-10.8,-6.2,1.05,-0.1,CC(=O)N1CCN(C2=NC(=O)C(=C3CCCCC3)S2)CC1
10.4,1.02,-4.1,2.2,-2.1,-5.0,0.896,-5.8,COc1ccc(NC(=O)CSc2nnc(-c3ccccc3F)n2C2CC2)cc1S(N)(=O)=O
7.3,0.74,-6.4,15.4&23.4,26.0,3.9&5.1,0.927,0.1&-29.6,Cc1c(N=C2Nc3cccc4cccc2c34)c(=O)n(-c2ccccc2)n1C
7.7,0.754,-3.5,-6.1,24.6,-14.5,0.923,-5.5,CCCCCCOc1ccc(/C=c2\s/c(=C(/C#N)C(=O)NCc3ccco3)n(-c3ccccc3)c2=O)cc1
-3.1,0.998,-6.3,0.9,0.2,-1.6,1.03,-14.6,COc1ccc(/C=N/NC(=O)c2ccc(COCC(F)(F)C(F)F)cc2)cc1
-38.5,1.17,-1.5,5.5,-16.5,-2.9,1.39,18.4,COc1ccccc1CNc1cc(CSc2ccc(Cl)cc2)nc(C)n1
4.3,0.81,-2.0,3.1,19.0,-1.6,0.957,2.6,Cc1cc(Nc2ccc(N3CCOCC3)cc2)c2cccc(C)c2n1
0.1,1.07,1.0,-6.9,-7.5,-3.1,0.999,-11.5,CCOCCOCN(C#N)c1nc(OC)nc(N(C)C)n1
0.7,1.18,53.0*,x,-18.1,x,0.993,x,COc1ccc(OCc2cc(C(=O)O)c(C)o2)cc1
4.9,1.11,-3.6,-1.5,-11.4,7.3,0.951,-1.8,Cc1nnc(N2C(=O)C(O)=C(C(=O)c3ccco3)C2c2cccc3ccccc23)s1 (stereo not given)
0.3,0.85,1.9,1.6,15.0,1.9,0.997,-7.2,Cc1cc(N2CCC(C)CC2)n2nc(C)c(-c3ccccc3)c2n1
2.2,1.05,-6.5,-2.5,-4.9,-0.5,0.978,-0.6,COC(=O)c1cccc(N(C(=O)c2ccco2)C(C(=O)NC2CCCC2)c2ccc(N3CCOCC3)cc2)c1 (stereo not given)
3.4,1.02,-3.1,-4.7,-2.2,4.6,0.966,-8.7,COc1ccc(/C=N/n2cnnc2)cc1Cn1nc(C)c([N+](=O)[O-])c1C
1.0,0.982,3.0,6.1,1.8,-7.5,0.99,-4.9,COc1ccc(NC(=O)CSc2n[nH]c(N)n2)c([N+](=O)[O-])c1
-14.8,0.916,-1.0,4.6,8.4,-6.5,1.15,-2.7,CC(C)(C)OC(=O)C[C@@H]1C/C=C\C[C@H](CC(=O)NCCO)C(=O)N2CCC[C@H]2COC1=O
4.5,1.05,-0.7,-12.1,-5.0,1.4,0.955,0.9,COc1ccc2nc(N(CCN(C)C)C(=O)c3ccc4c(c3)OCCO4)sc2c1
-1.4,1.14,2.5,-2.2,-13.6,-2.5,1.01,-6.5,CCc1cc(Br)ccc1N1C(=O)C2CC=CCC2C1=O (stereo not given)
3.0,0.681,-4.8,-2.0,31.9,-2.4,0.97,-5.5,CC(=O)N1c2ccc(S(=O)(=O)N3CCC(C(=O)NCc4ccccc4)CC3)cc2CC1C (stereo not given)
0.9,0.867,0.1,1.8,13.3,1.7,0.991,-9.5,CC1(C)Cc2cccc(OCC(=O)OCc3nnc(-c4ccc([N+](=O)[O-])cc4)o3)c2O1
1.1,1.2,0.6,-45.5,-20.1,1.8,0.989,2.2,COc1ccc(CCNC(=O)c2ccc(NS(=O)(=O)c3ccc4[nH]c(=O)[nH]c4c3)cc2)cc1OC
-13.0,0.947,1.1,-1.1,5.3,-6.1,1.13,-12.2,C=C1CCN([C@@H](CC(C)C)C(=O)N2CCOCC2)S(=O)(=O)c2ccccc21
19.8,1.03,2.3,12.7,-3.5,-2.7,0.802,-8.4,CCN(CC)CCNC(=O)CCCNC(=O)Cn1cnc2sc(C)c(C)c2c1=O
6.5,0.756,1.5,2.1,24.4,-4.0,0.935,-0.7,NS(=O)(=O)c1cccc(NC(=O)Cn2cnc3ccccc3c2=O)c1
8.0,1.25,-3.7,5.9,-24.6,-5.8,0.92,-6.1,COC(=O)c1ccc(COC(=O)CCS(=O)(=O)c2ccc(C)cc2)cc1
6.7,0.758,-5.9,20.3,24.2,-1.7,0.933,-7.1,C/C(=N\Nc1ccc([N+](=O)[O-])cc1)c1cc2ccccc2o1
-0.3,0.928,3.4,23.7,7.2,-28.6,1,-18.7,CC(=O)N(c1ccc2oc(=O)sc2c1)S(=O)(=O)c1ccc(C)cc1
-10.4,0.864,-0.6,2.3,13.6,-0.1,1.1,-1.1,COc1ccc(CN2C(=O)C(C)N(C(=O)c3c(F)cccc3F)c3ccccc32)cc1 (stereo not given)
6.1,0.892,-2.1,-5.3,10.8,-1.1,0.939,-8.5,COc1ccc(Cl)cc1NC(=O)COC(=O)C1CC(=O)N(Cc2ccccc2)C1 (stereo not given)
-1.4,0.959,3.1,-1.3,4.1,-3.5,1.01,-10.1,O=C(NCCO)c1ccc2c(c1)S(=O)(=O)c1ccccc1C2=O
